High-throughput results: PubChem, several laboratories
CYP2C9 inhib: inhibitors of human CYP2C9; P11712; hit rate 20% among 96,000; inhibition, % at 5 µM; CYP2C9 Supersomes, luciferin-H conversion, luminescence;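 active = blocking of liver enzyme CYP2C9 beyond about 50% at 5 µM, limit read from the data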; note: values of inactives mirror those of a sister screen read the other way
Target sequence (P11712 whole entry, looked up): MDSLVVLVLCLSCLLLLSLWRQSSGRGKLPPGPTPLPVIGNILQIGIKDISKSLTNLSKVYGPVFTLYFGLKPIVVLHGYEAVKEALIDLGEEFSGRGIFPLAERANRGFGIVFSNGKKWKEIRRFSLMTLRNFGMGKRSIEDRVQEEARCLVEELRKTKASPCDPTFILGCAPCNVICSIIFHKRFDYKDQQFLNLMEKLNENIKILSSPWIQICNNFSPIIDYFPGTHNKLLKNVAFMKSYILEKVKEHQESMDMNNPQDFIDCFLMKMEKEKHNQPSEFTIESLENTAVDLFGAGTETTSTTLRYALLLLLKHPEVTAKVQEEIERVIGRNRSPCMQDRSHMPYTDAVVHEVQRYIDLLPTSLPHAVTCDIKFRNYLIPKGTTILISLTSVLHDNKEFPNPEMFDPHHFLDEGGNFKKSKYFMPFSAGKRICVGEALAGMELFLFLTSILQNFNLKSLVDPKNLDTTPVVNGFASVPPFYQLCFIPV
PLK1 inh: blocks human PLK1 kinase activity | recombinant PLK1 kinase, TR-FRET peptide phosphorylation | inhibition, % at 10 µM | hit rate 0.53% among 97,000 | AID 619;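 active = inhibition of 50% or more in the single-concentration screen; inactive = inhibition below 50%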;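 note: 0% = DMSO max control and 100% = H-89 dihydrochloride min control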
CYP2C19 activ: increases human CYP2C19 enzyme activity | P33261 | recombinant CYP2C19, luciferin-H EGE luminescence; stronger effect = higher value; 0 = fully inhibited enzyme, 1 = untreated enzyme | activation factor at 5 µM | 96,000 tested, under 10 active | AID 1025;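 active = activation factor of at least 2 at 5 µM in the primary screen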;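 note: 0 = wells with 2.5 mM tranylcypromine and 1 = vehicle-only wells; values of inactives mirror those of a sister screen read the other way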
Target sequence (P33261 whole entry, looked up): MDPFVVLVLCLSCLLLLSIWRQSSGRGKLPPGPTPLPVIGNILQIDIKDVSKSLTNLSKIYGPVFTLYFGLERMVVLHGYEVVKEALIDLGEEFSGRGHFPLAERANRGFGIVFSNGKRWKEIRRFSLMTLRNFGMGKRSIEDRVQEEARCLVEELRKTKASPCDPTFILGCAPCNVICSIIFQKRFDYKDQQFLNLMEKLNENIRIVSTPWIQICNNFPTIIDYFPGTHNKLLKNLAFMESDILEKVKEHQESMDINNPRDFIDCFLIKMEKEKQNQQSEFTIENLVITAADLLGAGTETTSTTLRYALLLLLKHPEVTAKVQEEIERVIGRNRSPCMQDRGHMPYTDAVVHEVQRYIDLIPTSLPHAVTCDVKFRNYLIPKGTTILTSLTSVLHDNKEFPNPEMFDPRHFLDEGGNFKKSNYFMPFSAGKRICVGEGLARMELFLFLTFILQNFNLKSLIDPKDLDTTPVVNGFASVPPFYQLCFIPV
Rev-RRE block: HIV Rev-RRE protein-RNA interaction inhibition | P05866 | Rev peptide-RRE RNA binding, FRET | inhibition, % at 8 µM | hit rate 0.79% among 97,000 | AID 704;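 active = inhibition above the screen-wide mean plus 3 SD, cut at about 35% in these data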;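 note: 0% = median DMSO wells and 100% = median Neomycin B control wells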
Target sequence (P05866 whole entry, looked up): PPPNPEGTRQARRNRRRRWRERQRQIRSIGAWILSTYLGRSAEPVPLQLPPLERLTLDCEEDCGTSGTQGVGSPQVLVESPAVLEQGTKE
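Assay system: labelled RRE RNA duplex and labelled Rev peptide / Medium: HEPES pH 7.5 salt buffer with EDTA / Reagent: labelled Rev peptide / Schedule: 5 + 15 min at 25 °C / Signal: FRET, excitation 480 nm, emission 540 nm donor and 671 nm acceptor / Benchmarks: DMSO and neomycin B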
Plk1 PBD FP: inhibitors of human Plk1 polo box domain binding; P53350; Plk1 PBD phosphopeptide binding, fluorescence polarization; inhibition, %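 (tested at about 20 µM)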; hit rate 0.13% among 97,000; in the data active = inhibition above about 34%, passing the limit was not always enough
CYP2C9 act: CYP2C9 (human) activation. recombinant CYP2C9, luciferin-H conversion, luminescence; stronger effect = higher value; factor 1 = untreated enzyme, 0 = blocked. activation factor at 5 µM. hit rate 1.4% among 96,000;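 active = activation factor of 2 or more for CYP2C9 at a 5 µM dose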;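 note: 0 = sulfaphenazole-blocked wells and 1 = vehicle-only wells; values of inactives mirror those of a sister screen read the other way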
PLAP activator: activates human placental alkaline phosphatase; purified PLAP enzyme, luminescent substrate read-out; stronger effect = higher value; activation fold at 20 µM; AID 696; hit rate 1.2% among 96,000; in the data active = activation fold above about 2
CYP2C19 inhib: inhibitors of human CYP2C19 | inhibition, % at 5 µM | P33261 | AID 778 | CYP2C19 Supersomes, luciferin-H EGE luminescence, 30 min | hit rate 21% among 96,000;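 active = CYP2C19 inhibition above a set limit at 5 µM in the primary screen, cut at about 50% in these data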;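 note: plate controls were negative control wells for no effect and 2.5 mM tranylcypromine positive control for full effect; values of inactives mirror those of a sister screen read the other way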
EphB4 ephrin blk: EphB4-ephrin-B2 interaction antagonism. hit rate 0.15% among 97,000. inhibition, % at 7 µM. P54760. EphB4 LBD / TNYL-RAW-Alexa532 peptide, fluorescence polarization;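 active = inhibition above the screen-wide mean inhibition plus 3 SD, cut at about 15% in these data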;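 note: 0% = DMSO wells and 100% = excess unlabeled TNYL-RAW peptide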
Numbers without * were called inactive; nt = no result given. Hits appear at their usual frequency; overall some 29% were active at least once.

SMILES	CYP2C9 inhib	PLK1 inh	CYP2C19 activ	Rev-RRE block	Plk1 PBD FP	CYP2C9 act	PLAP activator	CYP2C19 inhib	EphB4 ephrin blk
O=C(Nc1cccc2ccccc12)N1CCN(c2ccc(F)cc2)CC1	-57	-16	0.9	-2	-14	1.6	0.8	10	-2
CCn1c(CSc2nc3ccccc3n2C)nc2ccccc21	38	nt	0.1	nt	nt	0.6	0.8	86*	nt
O=S(=O)(c1cccc(-c2nc3n(n2)Cc2ccccc2-3)c1)N1CCCCC1	-1	-8	0.7	10	-39	1	1	30	3
C/C(Cl)=C/CSc1nc2c(c(=O)[nH]c(=O)n2C)n1C(C)C	18	1	0.9	9	-11	0.8	0.9	10	3
Oc1ccc2ccccc2c1C=NCc1cn2ccsc2n1	3	-4	0.9	7	-13	1	1.2	14	6
O=C(CSCC(=O)Nc1ccc2ccccc2c1)NCc1ccccc1	-2	-7	0.8	12	-10	1	1.1	19	-8
COc1ccccc1CC(=O)N1CCN(c2cccc(C(F)(F)F)c2)CC1	-104	2	0.3	-3	-21	2*	1.1	72*	-14
CSc1nc2cc(S(=O)(=O)N3CCOCC3)ccc2s1	63*	-15	0	4	6	0.4	1.1	99*	-1
O=C(c1cc(C2CC2)nc2ccc(Br)cc12)N1N=C(C(F)F)CC1(O)C(F)F (stereo unspecified)	nt	-12	nt	15	-13	nt	nt	nt	8
CN(c1ccc(C(=O)NCc2ccncc2)cc1)S(C)(=O)=O	41	-1	1	2	15	0.6	1.2	0	-4
Cc1cc(C(F)F)n2nc(C(=O)O)nc2n1	-26	1	1.1	1	-2	1.3	0.8	-13	-6
COc1ccc2[nH]c(C)c(CCN(Cc3cccs3)C(=S)Nc3ccccc3)c2c1	86*	-5	0.5	8	-8	0.1	1.2	50*	-6
CCN(CC)c1ccc(CN(C(=O)c2cc(OC)c(OC)c(OC)c2)C2CCS(=O)(=O)C2)cc1 (stereo unspecified)	26	-4	0.7	-6	11	0.7	1.5	34	-3
CC(C)Oc1ccc(CNCCC2(C(C)C)CCOC(C)(C)C2)cc1 (stereo unspecified)	-18	-9	1.1	9	13	1.2	1.5	-12	-3
COc1cc(NC(=O)C2CC(c3cccc(OC)c3OC)=NO2)cc(OC)c1OC (stereo unspecified)	-37	-4	0.4	-2	-3	1.4	1.4	61*	-4
CCC(=O)N1CCN(c2nc3ccccc3s2)CC1	34	-11	0.5	4	1	0.7	1.5	48	1
Clc1ccc(-c2nnc(CSc3nnc(-c4cccs4)o3)o2)cc1	13	-8	0.9	8	0	0.9	1	6	-4
Cc1cc(C)nc(SCCC(=O)Nc2cccc3ccccc23)n1	-146	-11	0.6	-2	8	2.5*	0.9	45	-8
CC1(C)CC(=O)C(C=Nc2ccccc2Sc2ccccc2)=C(O)C1	28	-4	0.9	16	10	0.7	1	9	-9
CC1(C(=O)O)CCC(C(=O)Nc2ccccc2)C1(C)C (stereo unspecified)	18	-4	0.6	8	-15	0.8	1.1	38	1

Three structures out of the list, arranged by formula weight, rising:
SMILES	CYP2C9 inhib	PLK1 inh	CYP2C19 activ	Rev-RRE block	Plk1 PBD FP	CYP2C9 act	PLAP activator	CYP2C19 inhib	EphB4 ephrin blk
O=C(CSCC(=O)Nc1ccc2ccccc2c1)NCc1ccccc1	-2	-7	0.8	12	-10	1	1.1	19	-8
COc1cc(NC(=O)C2CC(c3cccc(OC)c3OC)=NO2)cc(OC)c1OC (stereo unspecified)	-37	-4	0.4	-2	-3	1.4	1.4	61*	-4
O=C(c1cc(C2CC2)nc2ccc(Br)cc12)N1N=C(C(F)F)CC1(O)C(F)F (stereo unspecified)	nt	-12	nt	15	-13	nt	nt	nt	8

The listing continues.
SMILES	CYP2C9 inhib	PLK1 inh	CYP2C19 activ	Rev-RRE block	Plk1 PBD FP	CYP2C9 act	PLAP activator	CYP2C19 inhib	EphB4 ephrin blk
CN1C(=S)SC(C)(NO)C1(C)C (stereo unspecified)	3	-9	0.9	6	-3	1	0.9	7	0
Cc1ccc(N(CC(O)Cn2c3ccccc3c3ccccc32)S(C)(=O)=O)c(C)c1 (stereo unspecified)	6	6	0.9	11	-37	0.9	1	8	-5
COc1ccc(Cl)cc1Nc1nc(N2CCCC2)nc(N2CCCC2)n1	1	nt	1.1	nt	nt	1	1.2	-12	nt
Cc1noc(C)c1C(=O)N1CCOCC1	-7	0	1	2	-11	1.1	0.9	-2	3
Clc1ccc(-n2ncc3c(N4CCCCCC4)ncnc32)cc1	3	nt	0.6	nt	nt	1	1.1	43	nt
COc1ccc(OC)c(NC(=O)Cn2c(=O)oc3ccccc32)c1	27	nt	0.6	nt	nt	0.7	1	42	nt
CCOC(=O)c1ccccc1NC(=O)Cn1cnc2c(cnn2-c2ccc(F)cc2)c1=O	14	-18	0.9	0	17	0.9	1	11	0
CCCC(=O)Nc1cc(C)c(NC(=O)c2ccncc2)cn1	40	-11	1	10	-24	0.6	0.9	3	5
O=C(C1CC(c2ccc(F)cc2)=NO1)N1CCc2ccccc2C1 (stereo unspecified)	16	0	0.4	0	-4	0.8	0.7	63*	-4
CCOC(=O)c1c(C)n(C)c2ccc(O)c(CN(CC)CC)c12	19	-6	0.9	9	-17	0.8	1.1	12	10
COc1ccc(CCCC(=O)NC2CCCCC2)cc1	-10	-4	0.6	-1	-5	1.1	0.9	36	4
COC(=O)c1cn(CC(=O)NC2CCCCC2)c2ccccc12	8	2	0.9	2	12	0.9	0.9	9	-7
CC(=O)Nc1ccc(OCC(O)CN2CCN(S(=O)(=O)c3ccc(NC(C)=O)cc3)CC2)cc1 (stereo unspecified)	70*	-9	0.7	-3	-9	0.3	1.6	25	-1
Cc1cc(NC(=O)Cn2nc(C(F)(F)F)c3c2CCC3)no1	2	-2	1	0	-15	1	0.9	-1	0
CS(=O)(=O)N1CCC(C(=O)NCCC2=CCCCC2)CC1	7	-19	0.8	0	7	0.9	1	22	-2
CCOC(=O)NC1C=CS(=O)(=O)C1 (stereo unspecified)	1	-5	1	4	2	1	1	-1	-1
COC(=O)C1CCN(C(=O)C(C)Oc2ccc(Cl)cc2Cl)CC1 (stereo unspecified)	18	-12	0.1	6	-9	0.8	1.6	90*	-3
c1ccc(NCc2nnc3n2CCCCC3)cc1	-1	-17	0.7	6	45*	1	0.9	34	3
COc1ccc(NC(=O)N2CCC(n3nnc4cc(C)ccc43)CC2)cc1	nt	-5	nt	2	-12	nt	nt	nt	3
O=c1cnn(-c2ccccc2)c(-c2ccccc2)c1	31	5	1	4	-12	0.7	0.7	-2	0
COC(=O)C(Cc1ccccc1)NC(=O)CSc1nc(C)cc(=O)[nH]1 (stereo unspecified)	11	-4	0.9	7	0	0.9	0.8	7	11
COc1ccc(-c2coc3cc(OC)cc(O)c3c2=O)cc1	-10	-9	1	2	-5	1.1	1	4	10
COc1cccc(-n2nnnc2SCC(=O)c2ccc(NC(C)=O)cc2)c1	7	-5	0.8	5	3	0.9	0.9	15	-2
Cc1csc(NC(=O)CN2C(=O)C3CC=CCC3C2=O)n1 (stereo unspecified)	14	-11	1.1	3	3	0.9	0.9	-9	-1
CCC1=C(OC(=O)c2ccccc2)C(C)(C)C(c2ccccc2)OC1=O (stereo unspecified)	16	-5	0.9	16	2	0.8	0.8	8	-1
Cc1ccc(C(=O)COC(=O)CNC(=O)C(c2ccccc2)c2ccccc2)cc1[N+](=O)[O-]	-20	-23	0.7	15	-9	1.2	1	30	5
Cc1ccc(-n2nc(C)c3c2OC(N)=C(C#N)C3c2ccc(C)o2)cc1 (stereo unspecified)	nt	-13	nt	5	2	nt	nt	nt	7
Cc1nn(-c2ccccn2)c2c1-c1nc(N3CCOCC3)ncc1CC2	25	3	0.9	2	2	0.8	1.4	9	2
CN(C)CC(C(=O)c1ccccc1)c1ccccc1 (stereo unspecified)	10	nt	0.9	nt	nt	0.9	1	13	nt
O=C1CCCN1CCCNc1ncnc2c1cnn2-c1ccc(Cl)cc1	11	nt	0.9	nt	nt	0.9	1.4	11	nt
C=CC1=C(C(=O)O)N2C(=O)C(NC(=O)Cc3ccccc3)C2SC1 (stereo unspecified)	-39	-7	1.1	8	40	1.4	1.3	-9	-8
O=C(Nc1nccs1)C1CCN(S(=O)(=O)c2cnc[nH]2)CC1	86*	nt	0.7	nt	nt	0.1	1.1	29	nt
CN(CC(=O)Nc1ccccc1C(=O)N1CCCC1)S(=O)(=O)c1ccc(Cl)cc1	45	-9	0.8	3	4	0.6	1.2	18	5
Cc1cc(C)n(-c2nc(N(C)C)nc(N(C)C)n2)n1	nt	-10	nt	6	-13	nt	nt	nt	5
Cn1c(-c2sc3ccccc3c2Cl)n[nH]c1=S	77*	-10	0.5	2	-1	0.2	1.5	52*	1
O=C(CN(C(=O)CCC(=O)Nc1nccs1)c1cccc(F)c1)NCC1CCCO1 (stereo unspecified)	19	-14	0.7	-1	-6	0.8	1.2	31	7
COc1cccc(-n2nnnc2SCC(=O)NCc2ccc3c(c2)OCO3)c1	60*	-9	0.1	-1	-12	0.4	1.1	88*	2
Cc1nn(CCC#N)c2nc(-c3ccccc3)cc(C(F)(F)F)c12	0	-3	0.9	8	-7	1	1.3	10	3
Cn1c(=O)c(=O)n(C)c2cc(S(=O)(=O)NCCc3ccccc3)ccc21	23	-12	0.9	3	-14	0.8	0.8	6	2
Cn1c(=O)[nH]c(=O)c2c1nc(SCCN1CCOCC1)n2CCCc1ccccc1	67*	-2	0.8	9	-19	0.3	1.3	23	5
O=C(NCCCN1CCCC1=O)C1CCN(S(=O)(=O)N2CCOCC2)CC1	-15	-12	1.1	4	-21	1.1	1	-10	4
O=S(=O)(Nc1ccn(-c2ccccc2)n1)c1ccc(Br)cc1	99*	-4	0.3	8	23	0	1.3	72*	4
CCCOC(=O)c1cccc(NC(=O)C(C)(C)C)c1	59*	-6	0.2	0	6	0.4	1.2	79*	4
O=C(Nc1cccc(F)c1)N(Cc1ccc(Cl)cc1)CC(O)C(F)(F)F (stereo unspecified)	50	-8	0.5	17	-9	0.5	0.9	47	4
O=C(c1ccc(S(=O)(=O)N2CCOCC2)cc1)N1CCN(c2ccccc2)CC1	-4	nt	1	nt	nt	1	0.9	-5	nt
CCOC(=O)CSc1ccc(-c2nc3ccccc3[nH]2)cn1	17	-12	0.7	9	-30	0.8	0.8	30	5
Cc1[nH]c2ccc(Br)cc2c(=O)c1CN1CCCCC1	9	-8	1	-2	-3	0.9	0.8	5	2
O=c1c2c3c(sc2nc2n1CCCC2)CCC3	-2	-9	0.8	3	0	1	1	22	-5
Cc1ccc(-n2c3c(cc(C(=O)O)c2=O)C(=O)CC(C)(C)C3)cc1	-4	-1	1	5	-1	1	0.8	1	-3
COC(=O)COc1nc(C)c(Br)c(OC)n1	2	-10	1	9	-22	1	0.2	5	2
O=C(NCCn1cc(SCC(=O)N2CCOCC2)c2ccccc21)c1ccccc1	17	nt	0.6	nt	nt	0.8	1.1	40	nt
CCCCOc1ccc(-c2nc(-c3cccnc3)no2)cc1	14	nt	0.8	nt	nt	0.9	1.3	16	nt
O=C(Nc1ccc(N2CCCC2)c(Cl)c1)c1cccnc1	nt	-11	nt	9	-15	nt	nt	nt	-1
CCOC(=O)C1CCCN(C(=O)Cc2c(C(=O)O)[nH]c3ccccc23)C1 (stereo unspecified)	7	-4	1	8	2	0.9	1	-4	10
O=C(CCn1c(=O)[nH]c2ccccc2c1=O)N1CCN(c2cccc(C(F)(F)F)c2)CC1	36	2	0.3	12	7	0.6	1.1	67*	2
O=C(N/N=C/C=C/c1ccccc1)c1cccc(Br)c1	-26	-7	1.2	8	0	1.3	1.1	-18	-11
Cn1nnc(NC(=O)c2ccccc2)n1	nt	-8	nt	3	-11	nt	nt	nt	13
CN1CCN(C(=O)N2c3ccccc3C=Cc3ccccc32)CC1	1	nt	0.9	nt	nt	1	1.6	7	nt
